# RGS4 pot: potentiators or activators of RGS4; HEK293 M3R/inducible RGS4, carbachol calcium flux Fluo4; hits give low values; B-score at 10 µM; actives 0.92% (n = 310,000); AID 463111;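 active = B-score of the integrated calcium signal more than 4 SD below the library mean, with starting fluorescence not abnormally high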;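 note: negative B-score means reduced calcium response which marks RGS4 activation or potentiation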
#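 Test system: HEK293 cells with stable M3R and inducible RGS4; also added: carbachol at ECmax as muscarinic agonist stimulus; schedule: dye loading 30 min 37 °C, buffer rest 30 min RT; technique: kinetic calcium fluorescence imaging with Fluo4-AM dye, 2 µM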
# KCNQ1 act: potentiators or activators of human KCNQ1 potassium channel; B-score at 10 µM; CHO-K1 KCNQ1, thallium flux FluxOR fluorescence; hits give high values; AID 2648; actives 0.35% (n = 310,000); P51787;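 active = fluorescence ratio B-score, a plate-corrected score, at least three library SD, with initial intensity B-score within 5 SD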
# Target sequence (P51787 whole entry, looked up): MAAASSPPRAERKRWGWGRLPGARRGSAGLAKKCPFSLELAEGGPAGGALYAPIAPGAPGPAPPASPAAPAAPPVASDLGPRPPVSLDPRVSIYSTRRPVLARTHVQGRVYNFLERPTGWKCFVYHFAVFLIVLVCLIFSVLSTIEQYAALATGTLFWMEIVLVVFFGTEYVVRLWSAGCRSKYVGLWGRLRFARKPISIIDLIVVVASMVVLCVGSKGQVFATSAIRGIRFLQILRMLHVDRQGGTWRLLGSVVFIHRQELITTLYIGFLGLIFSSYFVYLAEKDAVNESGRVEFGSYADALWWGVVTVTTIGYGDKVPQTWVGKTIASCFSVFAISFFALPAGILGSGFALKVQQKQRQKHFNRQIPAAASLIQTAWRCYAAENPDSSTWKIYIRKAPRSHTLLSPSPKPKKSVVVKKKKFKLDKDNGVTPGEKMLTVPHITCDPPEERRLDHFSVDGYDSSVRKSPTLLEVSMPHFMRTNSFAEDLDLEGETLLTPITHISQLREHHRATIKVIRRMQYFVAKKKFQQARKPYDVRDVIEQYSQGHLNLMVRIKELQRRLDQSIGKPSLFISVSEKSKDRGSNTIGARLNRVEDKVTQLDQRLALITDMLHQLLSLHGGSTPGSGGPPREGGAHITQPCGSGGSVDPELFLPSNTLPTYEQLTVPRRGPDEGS
#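 assay system = CHO-K1 cells stably expressing KCNQ1 | medium = assay buffer, equal DMSO in all wells | timing = 37 °C overnight plating, 90-min dark dye load, 20-min compound pretreatment | measured by = kinetic FluxOR thallium fluorescence, 10-s 1-Hz baseline, 110-s post-stimulus read | measure = fluorescence change relative to baseline, converted to B score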
# SKKanGAS inh: inhibitors of SKKanGAS S. pyogenes growth in kanamycin (SK-promoter or general growth effect). inhibition, % at 7.5 µM. actives 1.3% (n = 300,000). BacTiter-Glo, 6 h. AID 1662;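 active = mean replicate score, as percent of positive control median, at least 50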;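 note: strain carries kanamycin resistance gene driven by streptokinase promoter and grows in 40 µg/ml kanamycin; loss of luminescence reflects streptokinase promoter inhibition or plain growth inhibition; 0% = median of DMSO wells and 100% = positive control at its reference dose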
# ANO1 activ: activates or potentiates the mouse TMEM16A chloride channel; HEK293 TMEM16A/YFP-H148Q/I152L, iodide quench fluorescence; hits give low values; AID 623877; B-score at 10 µM; actives 0.3% (n = 340,000);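 active = fluorescence-ratio B-score plate-corrected deviation score at least 3 library SD below zero, with starting fluorescence score within 5 deviations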;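 note: channel opened by trigger with iodide after compound preincubation; score built on the fluorescence ratio of max minus min over baseline; more negative score means more quench and so TMEM16A activation or potentiation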
# hERG rescue: hERG (human) protection from proarrhythmic block | Q12809 | CHO-hERG, FluxOR thallium flux, dofetilide IC70 present | activation (rescue from dofetilide block), less the hit threshold, % at 10 µM | actives 0.51% (n = 310,000) | AID 1511;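 active = activation above the mean of controls blocked by dofetilide plus 5 SD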;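 note: thallium influx through hERG after potassium depolarization seen as dye fluorescence rise; in these data hits start at about 4.7%; inactives centre near -7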
# KCNK9 block: blocks the human KCNK9 two-pore domain potassium channel. Q9NPC2. HEK293 KCNK9, FluxOR thallium flux fluorescence; hits give low values. B-score at 10 µM. actives 1.2% (n = 310,000). AID 488922;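 active = ratio B-score over 3 SD below the library mean, with starting fluorescence within 5 SD of its mean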;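 note: negative B-score means less thallium flux so channel inhibition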
# Target sequence (Q9NPC2 whole entry, looked up, the tested form may be a part): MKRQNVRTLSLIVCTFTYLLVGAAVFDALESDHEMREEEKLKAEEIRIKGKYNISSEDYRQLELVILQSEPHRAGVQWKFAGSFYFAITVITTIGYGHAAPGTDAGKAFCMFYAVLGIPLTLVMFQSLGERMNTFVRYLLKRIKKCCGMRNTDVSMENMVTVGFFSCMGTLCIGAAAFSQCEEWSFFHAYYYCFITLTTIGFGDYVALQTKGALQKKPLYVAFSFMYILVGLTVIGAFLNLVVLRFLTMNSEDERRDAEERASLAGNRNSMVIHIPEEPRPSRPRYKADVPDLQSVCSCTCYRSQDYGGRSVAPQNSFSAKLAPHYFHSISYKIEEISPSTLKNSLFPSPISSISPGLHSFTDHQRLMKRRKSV
# ANO1 block: inhibitors of mouse TMEM16A calcium-activated chloride channel | HEK293 TMEM16A/YFP iodide influx fluorescence, ionomycin | normalized B-score (activity score, 25-100; higher = stronger inhibition) at 10 µM | actives 1.2% (n = 310,000) | AID 588511;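 active = ratio plate-corrected score three or more library SD toward inhibition, starting fluorescence score within five deviations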;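 note: score derived from kinetic fluorescence span divided by baseline fluorescence per well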
# KCNK3 block: human KCNK3 channel inhibition, primary screen. O14649. CHO-KCNK3 thallium flux, FluxOR fluorescence; hits give low values. B-score at 10 µM. actives 0.84% (n = 340,000);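 active = B-score under library mean minus 4 SD, starting fluorescence ratio at most library mean plus 5 SD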;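 note: more negative B-score means stronger inhibition of thallium flux through KCNK3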
# RGS4 block: human RGS4 inhibition; AID 463165; B-score at 10 µM; actives 0.45% (n = 310,000); HEK293 M3R/RGS4 inducible, Fluo-4 calcium flux; hits give high values; triggered by carbachol at its EC20;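 active = B-score, a plate-corrected calcium signal, over three deviations above library mean, with baseline fluorescence within five deviations of library mean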;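 note: RGS4 expression induced by doxycycline in cells with stable M3 receptor; B-score is computed from the integrated fluorescence ratio over baseline after carbachol; higher B-score means a larger calcium signal and so more RGS4 inhibition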
# KCNQ1 block: blocks the human KCNQ1 potassium channel; AID 2642; CHO-K1 KCNQ1, FluxOR thallium flux fluorescence; hits give high values; B-score at 10 µM; actives 1.3% (n = 310,000);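 active = compounds whose thallium flux B-score, printed positive for inhibition, exceeds three library SD while starting fluorescence stays within three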;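 note: channel opened by potassium depolarization with thallium stimulus after 20 min compound exposure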
# HDAC3 inhib: human HDAC3 inhibition. O15379. recombinant HDAC3, fluorogenic peptide/trypsin coupled, fluorescence. inhibition, % at 8.3 µM. actives 0.15% (n = 320,000). AID 2718; in the data active = inhibition above about 26%, passing the limit was not always enough
# * = called active by the depositor; i = inactive; / = no result given.
SMILES,RGS4 pot,KCNQ1 act,SKKanGAS inh,ANO1 activ,hERG rescue,KCNK9 block,ANO1 block,KCNK3 block,RGS4 block,KCNQ1 block,HDAC3 inhib
COc1cc(NC(=O)C2CCN(c3cnccn3)CC2)cc(OC)c1OC,i,i,-3,i,-5,i,i,i,i,i,-5
COc1ccc(-c2noc(C3CCCN(C(=O)CCc4ccccc4)C3)n2)cc1 (configuration not stated),i,i,8,i,-9,i,i,i,i,i,1
CCOc1ccccc1OCCCOc1ccc(C)cc1Cl,i,i,-10,i,-11,i,i,i,i,i,3
COC(=O)c1cn(C(=O)/C=C/c2ccc(OC)c(OC)c2)c2ccccc12,i,i,-11,i,-15,i,i,i,4.7*,i,0
CCOC(=O)C1=C(C)N=c2s/c(=C3/C(=O)Nc4ccccc43)c(=O)n2C1c1ccc(C)cc1 (configuration not stated),i,i,24,i,-5,i,i,i,i,i,1
COc1ccc(N(CC(=O)O)S(=O)(=O)c2cccnc2)cc1,i,i,-2,i,-9,i,i,i,i,i,-1
COc1ccccc1NS(=O)(=O)c1cc(NC(=O)c2sccc2C)ccc1N1CCOCC1,i,i,3,i,-15,i,i,i,i,i,2
C=CCN1C2CCCC1CC(NC(=O)Nc1cc(C)cc(C)c1)C2 (configuration not stated),i,i,-3,i,-3,i,i,i,i,i,-2
CCC1=NN(C(=O)C(=O)NCCc2ccccc2)C(O)(C(F)(F)F)C1 (configuration not stated),i,i,3,i,-4,i,i,i,i,i,8
Cn1c(CCC(=O)OCC(=O)NCc2ccccc2Cl)nc(=O)c2ccccc21,i,i,-15,i,-12,i,i,i,i,i,-2
CN(C)S(=O)(=O)c1ccc(S(=O)(=O)N(CC(=O)Nc2ccccc2)Cc2ccco2)cc1,i,i,9,i,-4,i,i,i,i,i,-5
CS(=O)(=O)Oc1ccc2c(c1)O/C(=C\C=C\c1ccccc1)C2=O,i,i,3,i,-9,i,i,i,i,i,-3
CC(=O)NC(CC(=O)NCCCn1ccc2ccccc21)c1ccccc1 (configuration not stated),i,i,1,i,-10,i,i,i,i,i,2
O=c1[nH]c(CN2CCOCC2)nc2cc(Cl)ccc12,i,i,8,i,-4,i,i,i,i,i,-8
CCn1c(=O)c(C(=O)NCc2ccccc2OC)c(O)c2ccccc21,i,i,1,i,-7,i,i,i,i,i,2
CC(C)=C1C(=O)NN(c2ccc(F)c(Cl)c2)C1=O,i,i,-1,i,1,i,i,i,i,i,2
c1n[nH]c(NCc2ccc3c(c2)OCO3)n1,i,i,6,i,-10,i,i,i,i,i,-5
C=CCNc1nc(N2CCCC2)nc2ccccc12,i,i,-1,i,-12,i,i,i,i,i,-1
C/C=C/C(=O)N1c2ccccc2C(C)=CC1(C)C,i,i,3,i,-11,i,i,i,i,i,0
COc1ccc(NS(=O)(=O)c2ccc3c(c2)CCC(=O)N3)c(OC)c1,i,i,1,i,-7,i,i,i,i,i,4
COc1cc(-c2nc(S(=O)(=O)c3ccc(C)cc3)c(N(C)C)o2)cc(OC)c1OC,i,i,4,i,-4,i,i,i,i,i,5
COc1ccccc1CNC(=O)CCC(=O)n1ncc2cc(C)ccc21,i,i,2,i,-6,i,i,i,i,i,12
NNC(=O)Cn1c(-c2nonc2N)nc2ccccc21,i,i,2,i,-12,i,i,i,i,i,4
COc1ccc(S(=O)(=O)N(C)c2ccc(C(=O)N3CCOCC3)cc2)cc1OC,i,i,-6,i,-4,i,i,i,i,i,-1
Nc1ccc(C(=O)OCCCc2nc3cc4ccccc4cc3[nH]2)cc1,i,i,6,i,-7,i,i,i,i,i,-2
O=C(NCc1cccnc1)c1sc2ccccc2c1Cl,i,i,1,i,-8,i,i,i,i,i,7
COc1ccc(C(=O)NCC(=O)OCC(=O)c2ccc3c(c2)NC(=O)CO3)cc1OC,i,i,4,i,-5,i,i,i,i,i,1
C=CCSc1nc(C)c(CC(=C)C)c(=O)[nH]1,i,i,-1,i,-8,i,i,i,i,i,-3
Clc1cccc(-c2cc3nc4c(c(N5CCOCC5)n3n2)CCCC4)c1,i,i,10,i,-5,i,i,-9.1*,i,6*,-11
Cc1ccc(NC(=S)NC(C)CCc2ccccc2)cc1C (configuration not stated),i,i,-1,i,-13,i,i,i,i,i,10

# An excerpt of these results, field by field.
CC(C)=C1C(=O)NN(c2ccc(F)c(Cl)c2)C1=O
  RGS4 pot: i | KCNQ1 act: i | SKKanGAS inh: -1 | ANO1 activ: i | hERG rescue: 1 | KCNK9 block: i | ANO1 block: i | KCNK3 block: i | RGS4 block: i | KCNQ1 block: i | HDAC3 inhib: 2

c1n[nH]c(NCc2ccc3c(c2)OCO3)n1
  RGS4 pot: i | KCNQ1 act: i | SKKanGAS inh: 6 | ANO1 activ: i | hERG rescue: -10 | KCNK9 block: i | ANO1 block: i | KCNK3 block: i | RGS4 block: i | KCNQ1 block: i | HDAC3 inhib: -5

# (cont.)
SMILES,RGS4 pot,KCNQ1 act,SKKanGAS inh,ANO1 activ,hERG rescue,KCNK9 block,ANO1 block,KCNK3 block,RGS4 block,KCNQ1 block,HDAC3 inhib
COc1cc(OC)cc(C(=O)Nc2cccc(N3CCCC3)c2)c1,i,i,0,i,-5,i,i,i,i,i,1
COc1ccccc1OCc1ccc(C(=O)c2ccccc2)cc1,i,i,-2,i,-3,i,i,i,i,i,1
CCCn1c(C)cc(C)c(C#N)c1=O,i,i,-2,i,-7,i,i,i,i,i,1
CCc1c(C)sc2nc(SCC(=O)Nc3cc(C)on3)n(CCOC)c(=O)c12,i,i,0,i,-10,i,i,i,i,i,7
CCOC(=O)C1=NN(C(=O)COc2ccccc2)C(O)(c2ccc(Cl)cc2)C1 (configuration not stated),i,i,-7,i,-11,i,i,i,i,i,4
C/C(CC(=O)Nc1cccnc1)=N\NC(=O)C(=O)Nc1cccc(C)c1,i,i,-6,i,-6,i,i,i,i,i,0
Cc1sc(NC(=O)C2CCCCC2C(=O)O)c(C(N)=O)c1-c1ccc(C(C)(C)C)cc1 (configuration not stated),i,i,25,i,-9,i,i,i,i,i,2
O=[N+]([O-])c1cccc(Nc2c([N+](=O)[O-])ccc3nonc23)c1,i,i,1,i,-3,i,i,i,i,i,0
O=S(=O)(c1ccc(Cl)cc1)N1CCC(N2CCCCCC2)CC1,i,i,5,i,-6,i,i,i,i,i,3
Cc1ccc(NC(=O)CCCn2c(=O)oc3ccccc32)c(O)c1,i,i,4,i,-10,i,i,i,i,i,-5
CCOC(=O)Cn1cc(/C=N/NC(=O)c2ccc(C#N)cc2F)c2ccccc21,i,i,-1,i,-13,i,i,i,i,i,3
NC(=O)c1ccc(S(=O)(=O)N2CCSCC2)cc1,i,i,-1,i,-4,i,i,i,i,i,10
Cn1c(SCc2ccc(F)cc2)nnc1-c1ccccn1,i,i,0,i,-16,i,i,i,i,i,2
Cc1nc(C)c(-c2ccc(SCC(=O)Nc3ccccc3)nn2)s1,i,i,7,i,-4,i,i,i,i,i,-4
O=C(NCc1ccco1)c1cc2n(n1)C(C(F)(F)F)CC(c1ccc(Br)cc1)N2 (configuration not stated),i,i,10,i,-6,i,i,i,i,i,4
O=c1oc2ccccc2c(N2CCCC2)c1CN1CCCC1,i,i,9,i,-1,i,i,i,i,i,0
COc1cc(/C=C/c2nc(-c3ccccc3O)n[nH]2)cc(OC)c1OC,i,i,-13,i,-34,i,i,i,i,6*,/
CN(Cc1cnn(C)c1)C(=O)c1ccc(OC2CCN(CCc3ccccc3)CC2)cc1,i,i,5,i,-5,i,i,i,i,i,4
COC(C(=O)Nc1ccnn1C1CCN(C(=O)c2ccc(C)cc2)CC1)c1ccccc1 (configuration not stated),i,i,4,i,-3,i,i,i,i,i,-3
Cc1ccc(-c2nc(N=Nc3ccc(O)cc3)n[nH]2)cc1,i,i,-3,i,-6,i,i,i,i,i,11
COc1ccccc1-n1c(C)c(C(=O)O)c2cc(OC)c3ccccc3c21,i,i,18,i,-4,i,i,i,i,i,-5
O=C(COC(=O)C1CCN(c2ccc(C(F)(F)F)cn2)CC1)c1cccc(Br)c1,i,i,1,i,-16,i,i,i,i,i,11
CCc1ccc(CN(C(=O)COc2c(C)cccc2C)C2CCS(=O)(=O)C2)cc1 (configuration not stated),i,i,-4,i,-9,i,i,i,i,i,5
CCCCCN(C(=O)CCC(=O)OCC(=O)N(C)C1CCCCC1)c1c(N)n(CCCC)c(=O)[nH]c1=O,i,i,-4,i,-5,i,i,i,i,i,7
COc1cc(C(=O)NCCC(=O)NCc2ccc3c(c2)OCO3)cc(OC)c1OC,i,i,/,i,-10,i,i,i,i,i,-1
CCn1c(C(C)NS(=O)(=O)c2ccc(Cl)cc2)n[nH]c1=S (configuration not stated),i,i,-5,i,3,i,i,i,i,i,-5
Cc1ccc(-n2nc3c(c2NC(=O)CC(C)C)CS(=O)(=O)C3)c(C)c1,i,i,-3,i,-3,i,i,i,i,i,4
CSc1ccc(CN(C)Cc2nc3cc(C(F)(F)F)ccc3c(=O)[nH]2)cc1,i,i,0,i,-8,i,i,i,i,i,-3
CC(=O)Nc1ccc(CN2CCN(CC=C(C)C)C(CCO)C2)cc1 (configuration not stated),i,i,2,i,-9,i,i,i,i,i,8
Cc1nn(C(C)C(=O)NCC2CCCO2)c(C)c1[N+](=O)[O-] (configuration not stated),i,i,4,i,-8,i,i,i,i,i,1
O=C1NC(=S)N(c2cccc(Cl)c2)C12CCCCC2,i,i,4,i,-7,i,i,i,i,i,12
COc1ccc(C(=O)N2CCN(Cc3ccccc3[N+](=O)[O-])CC2)cc1,i,i,2,i,-12,i,i,i,i,i,5
CN(C(=O)c1cccc(NC(=O)c2cccs2)c1)c1ccccc1,i,i,-14,i,-9,i,i,i,i,i,2
CCNC(=O)/C(C#N)=C/c1c(N2CC(C)OC(C)C2)nc2ccccn2c1=O (configuration not stated),i,i,-3,i,-3,i,i,i,i,i,2
CCc1ccc(C(=O)COC(=O)CNC(=O)CNC(=O)Cc2ccccc2)cc1,i,i,-2,i,-8,i,i,i,i,i,2
CNC(=O)CSc1nnc(-c2ccco2)n1-c1cccc(C)c1,i,i,-7,i,0,i,i,i,i,i,0
CCOC(=O)Cn1c(=O)oc2cc(S(=O)(=O)N3CCN(C(=O)c4ccco4)CC3)ccc21,i,i,-7,i,-12,i,i,i,i,i,2
CCOC(=O)Cc1c(C)nc2cc(-c3ccc(Cl)cc3)[nH]n2c1=O,i,i,0,i,-8,i,i,i,i,i,-4

# High-throughput results (PubChem BioAssay)
